Screening data (PubChem)
OXTR ag = agonists of human oxytocin receptor; P30559; actives 0.32% (n = 320,000); activation, % at 3 µM; CHO-OTR cells, Fluo-8 calcium fluorescence; normalized: DMSO 0%, oxytocin 100%;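 active = activation above the mean of all tested compounds plus 3 SD, cutoff set per screening run, cut at about 20% in these data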;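 also: peak over basal fluorescence ratio from a 100 s FLIPR kinetic read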
Target sequence (P30559 whole entry, looked up): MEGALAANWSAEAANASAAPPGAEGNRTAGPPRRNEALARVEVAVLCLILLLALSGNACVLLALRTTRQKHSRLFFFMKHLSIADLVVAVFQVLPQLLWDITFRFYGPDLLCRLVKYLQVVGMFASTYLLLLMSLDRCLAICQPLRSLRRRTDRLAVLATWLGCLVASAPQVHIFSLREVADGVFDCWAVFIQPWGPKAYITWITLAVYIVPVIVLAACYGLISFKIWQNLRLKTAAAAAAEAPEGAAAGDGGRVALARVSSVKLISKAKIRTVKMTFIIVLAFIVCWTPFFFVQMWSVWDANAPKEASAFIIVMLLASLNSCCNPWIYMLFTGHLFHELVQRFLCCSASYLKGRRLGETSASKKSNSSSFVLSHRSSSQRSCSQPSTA
GalR3 antagonist = antagonists of human GalR3; HEK293 GalR3-CNG cAMP membrane potential fluorescence; galR3 body fused to GalR1 C-terminus; actives 0.44% (n = 360,000); inhibition, % at 3 µM; O60755;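 active = inhibition above the screen-wide average plus 3 SD, cut at about 13% in these data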;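 also: forskolin and galanin both at EC90 stimulate the cells; cAMP rise reported by CNG channel membrane potential dye signal; 0% = forskolin plus galanin with DMSO and 100% = forskolin alone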
Target sequence (O60755 1-299 limits assumed): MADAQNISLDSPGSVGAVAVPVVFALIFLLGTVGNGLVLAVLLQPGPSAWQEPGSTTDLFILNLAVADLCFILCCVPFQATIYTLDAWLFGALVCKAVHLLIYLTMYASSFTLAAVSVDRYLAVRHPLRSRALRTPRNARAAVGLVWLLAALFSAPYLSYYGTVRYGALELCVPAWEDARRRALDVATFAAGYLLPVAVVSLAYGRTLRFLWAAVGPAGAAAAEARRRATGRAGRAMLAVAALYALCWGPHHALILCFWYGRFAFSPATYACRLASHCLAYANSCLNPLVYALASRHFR
NALP1 yeast inh = blocks the NALP1 inflammasome reconstituted in yeast; actives 0.61% (n = 280,000); S. cerevisiae NALP1/ASC/caspase-1 growth, X-gal OD620, 72 h; inhibition, % at 10 µM; in the data active = inhibition mostly above about 24%, no sharp cut-off; inactive = mostly below about 32%; also: some compounds called inactive have numbers as strong as hits
MEKK2 WT-MEK5 = raises or lowers MEK5 binding to wildtype human MEKK2 PB1 domain. binding response (% of control), % at 10 µM. bead flow cytometry, Alexa488-MEK5 binding to MEKK2 WT; actives lie on both sides. actives 1.1% (n = 290,000); in the data active = binding response below about 67% or above about 130%
MEKK2 mut-MEK5 = signal of MEK5 binding to mutant human MEKK2 PB1 domain; bead flow cytometry, Alexa488-MEK5 binding to MEKK2 mutant; percent response, % at 10 µM; actives 0.35% (n = 290,000); AID 1530; in the data active = percent response above about 24%, passing the limit was not always enough; also: inactives centre near 1; some results filed as inactive read as strong as hits
GPR7 antag = antagonists of human GPR7 (neuropeptides B/W receptor 1) | P48145 | GPR7-expressing cells, fluorescence antagonist assay | inhibition, % at 4.4 µM | actives 1.1% (n = 290,000) | AID 1861; in the data active = inhibition above about 16%, passing the limit was not always enough;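 also: cells stimulated with the agonist NPW; 0% = agonist with vehicle and 100% = vehicle without agonist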
Target sequence (P48145 whole entry, looked up): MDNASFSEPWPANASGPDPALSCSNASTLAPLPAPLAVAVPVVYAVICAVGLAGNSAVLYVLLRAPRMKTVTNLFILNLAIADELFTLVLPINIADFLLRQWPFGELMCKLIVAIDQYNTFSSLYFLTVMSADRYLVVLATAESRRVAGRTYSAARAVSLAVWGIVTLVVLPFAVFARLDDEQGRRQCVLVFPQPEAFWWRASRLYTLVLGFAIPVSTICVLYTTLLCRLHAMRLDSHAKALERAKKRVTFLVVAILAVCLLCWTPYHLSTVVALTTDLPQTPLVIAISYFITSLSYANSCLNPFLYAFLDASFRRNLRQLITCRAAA
OXTR potentiate = human OXTR potentiation; P30559; CHO-OTR cells, Fluo-8 calcium fluorescence, potentiator mode; 0% = oxytocin EC15, 100% = EC100; activation, % at 3 µM; actives 0.061% (n = 320,000);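 active = activation above that plate's cutoff, the mean activation of tested compounds plus 3 SD, cut at about 6.6% in these data, passing the limit was not always enough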;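 also: 100% uses oxytocin at 75 nM as the full agonist control; some results filed as inactive read as strong as hits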
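assay system = CHO-OTR cells, human receptor | schedule = compound 6 min at room temperature before oxytocin, 100 s read | detection = Fluo-8 intracellular calcium fluorescence, ex 470-495, em 515-575 nm | evaluation = normalized max/min fluorescence ratio, % activation | control set = EC15 oxytocin alone as 0%, 75 nM oxytocin (EC100) as 100%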
PfM18AAP inh = blocks P. falciparum M18 aspartyl aminopeptidase; recombinant PfM18AAP, H-Glu-NHMec fluorogenic cleavage; actives 1.2% (n = 290,000); AID 1822; inhibition, % at 7.35 µM;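 active = inhibition above the campaign mean inhibition over all tested compounds plus 3 SD, cut at about 28% in these data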;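 also: 0% = plate median of test compound wells and 100% = 2 mM ZnCl2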
V1R ag counter = V1a receptor agonism, counter-screen for OXTR agonists; P37288; CHO-V1R cells, Fluo-8 calcium fluorescence, agonist mode; 0% DMSO, 100% 3 nM vasopressin; activation, % at 3 µM; actives 0.25% (n = 320,000);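 active = activation above the mean activation of all tested compounds plus 3 SD, per screening run, cut at about 20% in these data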;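 also: signal is peak over basal fluorescence ratio across a 100 second FLIPR read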
* hit, by the source's call. Outcome played no part in choosing rows; 4.1% or so of the library scored in one or more.

Screening Cc1cccc(OCCN2CSC(=S)N(C)C2)c1 returned OXTR ag 0.2, GalR3 antagonist 5, NALP1 yeast inh -8, MEKK2 WT-MEK5 97, MEKK2 mut-MEK5 17, GPR7 antag -5, OXTR potentiate -12, PfM18AAP inh -28 and V1R ag counter 0.8.
Screening CCn1c(SCC(=O)N/N=C/C=C/c2ccco2)nc2ccccc21 returned OXTR ag -1.0, GalR3 antagonist -5, NALP1 yeast inh 30, MEKK2 WT-MEK5 96, MEKK2 mut-MEK5 3, GPR7 antag 3, OXTR potentiate -2, PfM18AAP inh 4 and V1R ag counter -0.8.
C=C(CCC(=O)c1ccccc1)C(=O)c1ccccc1 was read as OXTR ag -1.8, GalR3 antagonist -6, NALP1 yeast inh 18, MEKK2 WT-MEK5 104, MEKK2 mut-MEK5 14, GPR7 antag 46*, OXTR potentiate 7, PfM18AAP inh -16 and V1R ag counter -0.5.
`O=C(CCN1C(=O)c2ccccc2C1=O)N(CCO)Cc1ccccc1` gave GalR3 antagonist -3, NALP1 yeast inh 15, GPR7 antag -1 and PfM18AAP inh -14.
Screening COc1ccc(-c2cc(C(=O)Nc3ccc(C)cc3)no2)cc1 returned OXTR ag 0.2, GalR3 antagonist -6, MEKK2 WT-MEK5 102, MEKK2 mut-MEK5 3, GPR7 antag -8, OXTR potentiate -5, PfM18AAP inh 5 and V1R ag counter 1.1.
CSc1nc(Cl)cc(Nc2ccc(O)cc2)n1 was read as OXTR ag -1.3, GalR3 antagonist -3, NALP1 yeast inh 6, MEKK2 WT-MEK5 95, MEKK2 mut-MEK5 -5, GPR7 antag -5, OXTR potentiate -7, PfM18AAP inh -1 and V1R ag counter -1.9.
CC1CN(C(=S)Nc2ccc(Br)cc2Cl)CC(C)O1 (configuration not stated) was read as OXTR ag 0.0, GalR3 antagonist -3, NALP1 yeast inh 17, MEKK2 WT-MEK5 109, MEKK2 mut-MEK5 8, GPR7 antag -16, OXTR potentiate 0, PfM18AAP inh -1 and V1R ag counter -0.8.
CCC(C(=O)Nc1ccc(N2CCOCC2)c(S(=O)(=O)Nc2ccccc2OC)c1)c1ccccc1 (configuration not stated) was read as OXTR ag 3.7, GalR3 antagonist -7, OXTR potentiate -1 and V1R ag counter 2.1.
For Cc1cc(C)cc(NC(=O)N2CCCN(c3c(Cl)cncc3Cl)CC2)c1 the results were OXTR ag -0.8, GalR3 antagonist -4, NALP1 yeast inh 2, MEKK2 WT-MEK5 106, MEKK2 mut-MEK5 4, GPR7 antag -5, OXTR potentiate -6, PfM18AAP inh 0 and V1R ag counter -0.3.
For CCCCOc1ccc(-c2nnn(CC(=O)c3c[nH]c4ccccc34)n2)cc1 the results were OXTR ag 0.4, GalR3 antagonist 0, NALP1 yeast inh 10, MEKK2 WT-MEK5 99, MEKK2 mut-MEK5 -1, GPR7 antag -3, OXTR potentiate -12, PfM18AAP inh 2 and V1R ag counter 0.7.
For CN(C)CCn1c(SCc2ccccc2C#N)nc2c(sc3ccccc32)c1=O the results were OXTR ag -0.5, GalR3 antagonist -12, NALP1 yeast inh 13, MEKK2 WT-MEK5 131, MEKK2 mut-MEK5 18, GPR7 antag -11, OXTR potentiate -5, PfM18AAP inh 5 and V1R ag counter 4.1.
For COc1ccc(/C=C/C(=O)OCC(=O)NC2CCCC(C)C2C)c(OC)c1 (configuration not stated) the results were OXTR ag -1.4, GalR3 antagonist -8, OXTR potentiate -6 and V1R ag counter -0.5.
For O=C(CSc1nc2ccccc2c(=O)n1-c1ccccc1Cl)NC1CCS(=O)(=O)C1 (configuration not stated) the results were OXTR ag 1.0, GalR3 antagonist -5, OXTR potentiate 0 and V1R ag counter 0.6.
`CCCNC(=O)C1CCN(c2ccc(S(=O)(=O)N3CCOCC3)cc2Cl)CC1` gave OXTR ag 4.4, GalR3 antagonist -1, NALP1 yeast inh -3, MEKK2 WT-MEK5 100, MEKK2 mut-MEK5 2, GPR7 antag -6, OXTR potentiate -8, PfM18AAP inh -9 and V1R ag counter 3.7.
`Nn1c(SCC(=O)Nc2ccc(F)cc2F)nnc1C1CCCCC1` gave OXTR ag -0.7, GalR3 antagonist -3, NALP1 yeast inh 6, MEKK2 WT-MEK5 100, MEKK2 mut-MEK5 -1, GPR7 antag -1, OXTR potentiate -5, PfM18AAP inh -1 and V1R ag counter -0.9.
`CC(Oc1cccc(NC(=O)c2cccs2)c1)C(=O)c1ccccc1` (configuration not stated) gave OXTR ag -1.1, GalR3 antagonist 1, NALP1 yeast inh 17, MEKK2 WT-MEK5 99, MEKK2 mut-MEK5 3, GPR7 antag -10, OXTR potentiate -1, PfM18AAP inh 5 and V1R ag counter -0.4.
O=C1c2ccccc2C(=O)N1CCC(c1ccccc1)c1ccco1 (configuration not stated) was read as OXTR ag -2.1, GalR3 antagonist 0, NALP1 yeast inh 2, MEKK2 WT-MEK5 96, MEKK2 mut-MEK5 -3, GPR7 antag -19, OXTR potentiate -6, PfM18AAP inh -2 and V1R ag counter -1.9.
For COc1cc(S(=O)(=O)N2CCn3cccc3C2C)ccc1NC(C)=O (configuration not stated) the results were OXTR ag 1.5, GalR3 antagonist -8, OXTR potentiate -8 and V1R ag counter 1.5.
For CCCCCCCCCn1c2c(c(=N)c3c1CCC3)CCCC2 the results were NALP1 yeast inh 29, MEKK2 WT-MEK5 177*, MEKK2 mut-MEK5 45, GPR7 antag 68* and PfM18AAP inh 5.
Screening O=S(=O)(N/N=C\c1cn(-c2ccccc2)nc1-c1ccccc1)c1ccccc1 returned OXTR ag -1.1, GalR3 antagonist -5, NALP1 yeast inh -16, MEKK2 WT-MEK5 119, MEKK2 mut-MEK5 11, GPR7 antag -11, OXTR potentiate -8, PfM18AAP inh -5 and V1R ag counter -0.9.
Screening O=C(CSc1nnc(CNC(=O)c2ccco2)o1)Nc1ccccc1F returned OXTR ag -0.5, GalR3 antagonist -10, NALP1 yeast inh -2, MEKK2 WT-MEK5 98, MEKK2 mut-MEK5 1, GPR7 antag -8, OXTR potentiate -11, PfM18AAP inh 15 and V1R ag counter -0.5.
`Cc1nn(Cc2cccc(C(=O)NN)c2)c(C)c1Cl` gave OXTR ag -0.4, GalR3 antagonist -5, NALP1 yeast inh 7, MEKK2 WT-MEK5 99, MEKK2 mut-MEK5 7, GPR7 antag 7, OXTR potentiate -8, PfM18AAP inh 7 and V1R ag counter 5.2.
Screening NNC(=S)Nc1c(Br)cc(F)cc1Br returned OXTR ag -1.4, GalR3 antagonist 10, NALP1 yeast inh 9, MEKK2 WT-MEK5 96, MEKK2 mut-MEK5 9, GPR7 antag -9, OXTR potentiate -1, PfM18AAP inh 1 and V1R ag counter 0.5.
`CC(C)NS(=O)(=O)c1ccc(Oc2ncc(C(F)(F)F)cc2Cl)cc1` gave OXTR ag 1.5, GalR3 antagonist 1, NALP1 yeast inh 26, MEKK2 WT-MEK5 97, MEKK2 mut-MEK5 1, GPR7 antag -15, OXTR potentiate -23, PfM18AAP inh -6 and V1R ag counter 5.5.
For CCn1c(-c2cc(OC)c(OC)c(OC)c2)n[nH]c1=S the results were OXTR ag -1.7, GalR3 antagonist 2, NALP1 yeast inh -5, MEKK2 WT-MEK5 105, MEKK2 mut-MEK5 6, GPR7 antag 0, OXTR potentiate -7, PfM18AAP inh 10 and V1R ag counter -0.6.
`Cc1onc(-c2ccccc2Cl)c1C(=O)NNC(=O)c1cccc(F)c1` gave OXTR ag 0.2, GalR3 antagonist 13*, NALP1 yeast inh 11, MEKK2 WT-MEK5 101, MEKK2 mut-MEK5 0, GPR7 antag -4, OXTR potentiate -4, PfM18AAP inh -3 and V1R ag counter 0.7.
`Clc1ccc(CNc2nc(N3CCOCC3)nc(N3CCOCC3)n2)cc1` gave OXTR ag -1.9, GalR3 antagonist -5, NALP1 yeast inh -13, MEKK2 WT-MEK5 100, MEKK2 mut-MEK5 0, GPR7 antag 5, OXTR potentiate -15, PfM18AAP inh 1 and V1R ag counter 0.0.
For O=C(Nc1ccccc1)c1cccc(Cn2cc(C(F)(F)F)ccc2=O)c1 the results were OXTR ag 1.5, GalR3 antagonist -4, NALP1 yeast inh 0, MEKK2 WT-MEK5 106, MEKK2 mut-MEK5 0, GPR7 antag -11, OXTR potentiate -4, PfM18AAP inh 10 and V1R ag counter -0.4.
Screening CNC(=S)N/N=C(\C)c1ccc(C(C)(C)C)cc1 returned OXTR ag -2.6, GalR3 antagonist -6, NALP1 yeast inh 19, MEKK2 WT-MEK5 110, MEKK2 mut-MEK5 22, GPR7 antag -5, OXTR potentiate -4, PfM18AAP inh 7 and V1R ag counter -0.3.
`O=C(Nc1ccc2c(c1)CCC2)c1cc(S(=O)(=O)Nc2ccc(F)cc2)c(Cl)cc1Cl` gave OXTR ag -1.7, GalR3 antagonist -1, NALP1 yeast inh 9, MEKK2 WT-MEK5 111, MEKK2 mut-MEK5 -1, GPR7 antag -5, OXTR potentiate -7, PfM18AAP inh 2 and V1R ag counter 0.8.
Screening COc1ccc(OC)c(C(c2nnnn2CC2CCCO2)N2CCN(C3CCCC3)CC2)c1 (configuration not stated) returned OXTR ag -0.8, GalR3 antagonist 6, NALP1 yeast inh 14, MEKK2 WT-MEK5 112, MEKK2 mut-MEK5 13, GPR7 antag -8, OXTR potentiate -3, PfM18AAP inh 4 and V1R ag counter -0.1.
`CCCOc1ccc(-c2nc(C#N)c(N3CCC(C(N)=O)CC3)o2)cc1` gave OXTR ag 1.8, GalR3 antagonist -6, NALP1 yeast inh -1, MEKK2 WT-MEK5 116, MEKK2 mut-MEK5 7, GPR7 antag -3, OXTR potentiate -7, PfM18AAP inh -2 and V1R ag counter 1.3.
O=C(OCCN1C(=O)c2ccccc2C1=O)c1cnccn1 was read as OXTR ag -0.5, GalR3 antagonist 1, NALP1 yeast inh 14, MEKK2 WT-MEK5 100, MEKK2 mut-MEK5 -1, GPR7 antag -3, OXTR potentiate -6, PfM18AAP inh 6 and V1R ag counter -0.6.
For NS(=O)(=O)c1ccc(NC(=O)c2ccccc2C(=O)N2CCCCC2)cc1 the results were OXTR ag 1.6, GalR3 antagonist -4, NALP1 yeast inh 7, MEKK2 WT-MEK5 103, MEKK2 mut-MEK5 2, GPR7 antag -1, OXTR potentiate -1, PfM18AAP inh 1 and V1R ag counter -0.4.
Screening C/C(=N/OC(=O)c1ccc(C)cc1)c1ccc(N2C(=O)C3CCCCC3C2=O)cc1 (configuration not stated) returned OXTR ag 3.4, GalR3 antagonist -4, NALP1 yeast inh 15, MEKK2 WT-MEK5 97, MEKK2 mut-MEK5 -3, GPR7 antag -10, OXTR potentiate -7, PfM18AAP inh 3 and V1R ag counter 4.8.
Cc1cc(C)c(C(=O)COC(=O)CN2C(=O)NC3(CCCC3)C2=O)cc1C was read as OXTR ag 0.7, GalR3 antagonist -5, OXTR potentiate 2 and V1R ag counter 1.2.
